# Screens: PubChem BioAssay, National Center for Advancing Translational Sciences (NCATS)
# TSG101-PTAP inh = blocks PTAP/TSG101 interaction to inhibit HIV-1 budding. Fluorescence polarization, FITC-PTAP peptide / Tsg101 binding. Potency, µM (highest dose often 115 µM), for the others: top-dose activity change, negative = inhibition, actives largely listed as inhibitors. 340,000 tested, under 10 active. Q99816. AID 493005; active = well fitted inhibition curve with a large enough effect in the main read-out, with a control signal flat, not every such curve was filed as active; inconclusive = small, poorly fitted or top-dose-only effect, or effect the other way, or a change in a side signal; inactive = no such curve, though single readings can be large or run the other way; also: potency is read from the fitted curve at half-maximal effect; % of control where 0% means no effect
#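 Compounds were pin-transferred onto Tsg101 binding domain (10 uM final) in HEPES pH 7.5 buffer, then FITC-PTAP peptide was added at 50 nM final. After 20 min at RT, polarization reported peptide displacement across a qHTS concentration series.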
# ELG1 repair inh = ELG1-dependent DNA repair inhibition | Potency, µM (doses to about 46.1 µM), without a hit: at the highest dose activity change, negative = inhibition, most hits filed as inhibitors | 330,000 tested, 2.3% active | HEK293T ELG1-luciferase reporter, luminescence, 16 h; DNA damage induced by 5-fluorouridine; also: potency is read from the fitted curve at half-maximal effect; % is scaled to controls: 0 for no effect and ±100 for the full control effect; nearly all actives have a fitted effect of over 55% in size
#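 Cells (2,000 per well) received 5-fluorouridine plus test compound or DMSO and were incubated 16 hr at 37 °C, 5% CO2. Luciferase activity was read by luminescence 30 min after ONE-Glo addition; signal suppression marked inhibition of damage-induced ELG1 function.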
# MLL CXXC-DNA inh = blocks binding of human MLL CXXC domain to DNA | MLL-CXXC / FITC-HOXA9 DNA fluorescence polarization | AID 2662 | Potency, µM (titrated, usually from 115 µM), inactives show at the highest dose activity change, negative = inhibition, actives largely listed as inhibitors | 290,000 tested, 0.037% active; active = well fitted inhibition curve with a large enough effect in the polarisation, with a control signal flat, not every such curve was filed as active; inconclusive = small, poorly fitted or top-dose-only effect, or effect the other way, or a change in a side signal; inactive = no such curve, though single readings can be large or run the other way; the % refers to the polarisation; also: potency is read from the fitted curve at half-maximal effect
#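 Purified MLL-CXXC (added from a 7 uM solution) was preincubated 5 min at ambient with pinned compounds in 50 mM Tris-HCl pH 7.5, 50 mM NaCl, 1 mM DTT, 0.05% BSA. Fluorescein-labeled HOX-A9 DNA (50 nM solution) followed, 30 min, then polarization read.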
# TRPV1 ag = human TRPV1 agonism | Q8NER1 | TRPV1-expressing cells, Fluo-8 calcium influx, agonist mode | activation, % at 8.33 µM | 320,000 tested, 0.19% active | AID 540275; in the data active = activation above about 80%; inconclusive = between about 30% and that limit; also: 0% is about no effect
#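 TRPV1-expressing cells were cultured overnight at 35.5C and loaded with Fluo-8 calcium dye for 40 to 90 min at room temperature. After a 10 s baseline, compound was added and calcium influx was read kinetically for 3 min (ex 480/em 520 nm).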
# TCR act = activates T cell receptor signaling | primary human leukocytes, anti-CD3, IL-2 HTRF, 48 h | 330,000 tested, under 10 active | AID 504894 | Potency, µM (highest dose often 9.22 µM), for the others: at the top dose activation of IL-2 secretion, hits mostly activators; also: % of control where 0% means no effect
#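 Primary human leukocytes receive a-CD3 beads and test compound and are incubated 48 hr. Secreted IL-2 is then assayed by HTRF, measuring 665nm acceptor emission after 320nm excitation of the europium donor.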
# BRCA1 expr up = BRCA1 expression activation; 380,000 tested, 1.1% active; AID 624202; Potency, µM (titrated, usually from 46.1 µM), for the others: top-dose activation, most hits filed as activators; MCF7-BRCA1-FFLuc reporter, luminescence, 48 h; response scale: scaled: vehicle 0%, 10 µM genistein 100%; also: potency is read from the fitted curve at half-maximal effect; nearly all actives have a fitted effect of over 80% in size; some results filed as inactive show a strong effect at the top dose
#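 First, MCF7-BRCA1-FFLuc cells (2000/well) attach for 2 h; next, compounds are pin-added and incubated 48 h at 37 °C; finally, luciferase reagent is added and luminescence read after 15 min.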
# AT treatment = candidate therapy for ataxia-telangiectasia; […] A-T fibroblasts, KAP-1 phosphorylation AlphaLISA; neocarzinostatin DNA damage 30 min before lysis; Potency, µM (titrated, usually from 57.5 µM), for the others: at the top dose activation, usual class: activators; 320,000 tested, 0.19% active; also: potency is read from the fitted curve at half-maximal effect; % of control where 0% means no effect; nearly all actives have a fitted effect of over 45% in size
#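 ATM-like activity read as KAP-1 phosphorylation via AlphaLISA donor/acceptor antibody pairs after lysis and 6 hr at 25C. Cells were ATM-null patient fibroblasts ([…], hTERT), dosed 60 min, then exposed to the DSB inducer NCS for 30 min.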
# B2AR arrestin = agonists driving beta-arrestin recruitment to human beta2-adrenergic receptor; P07550; beta-arrestin recruitment to beta2AR, cell-based reporter; Potency, µM (doses to about 46.1 µM), for the others: at the highest dose activation, actives largely listed as activators; AID 492947; 330,000 tested, 0.02% active;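 also: potency is read from the fitted curve at half-maximal effect; 0% = DMSO controls and full agonism = EC100 isoproterenol or metaproterenol; nearly all actives have a fitted effect of over 65% in size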
# p53 reactivator = re-activators of mutant p53 | H1299 p53-A138V BP100-luciferase reporter, luminescence, 24 h | Potency, µM (series often up to 92.2 µM), for the others: at the top dose activity change, positive = activation, hits mostly activators | 320,000 tested, 0.063% active; also: potency is read from the fitted curve at half-maximal effect; % of control where 0% means no effect; nearly all actives have a fitted effect of over 45% in size
#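 p53-null H1299 cells stably carrying temperature-sensitive p53-A138V and a BP100-luciferase reporter were pinned with compounds (4-point, 1:5 series) and held 24 hrs at 37 deg C. Luminescence was read 10 min after detection reagent.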
# Integrin act MD = activators of alpha7 integrin expression for muscular dystrophy; alpha7betagal myoblasts, beta-gal FDG fluorescence, 48 h; Potency, µM (top dose mostly 38.3 µM), without a hit: at the top dose activation, actives largely listed as activators; 350,000 tested, 0.064% active; AID 624291;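 also: potency is read from the fitted curve at half-maximal effect; 100% = response of the positive control SU9516; nearly all actives have a fitted effect of over 60% in size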
#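 alpha7betagal+/- myoblasts (passage 13, 250/well) treated 48 h at 37C with compounds at 1:260 dilution of DMSO stock. Lysed, then beta-galactosidase activity read as FDG fluorescence (ex 480/em 540) after 30 min, with pre-read for autofluorescence.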
# Starred values were filed as active, the others as inactive; ? = inconclusive; . = not tested or not shown; [ ] = another dose, or the depositor's remark. Unless noted, calls follow the shape of the dose curve; as a rule, active = well fitted curve in the direction sought with a large enough effect; inconclusive = small, poorly fitted or top-dose-only effect, or another doubt; inactive = no such curve, though single readings can be large; an effect the other way counts as inactive or inconclusive. An unsorted share of the library, and some 3.8% of all compounds hit somewhere here.
SMILES,TSG101-PTAP inh,ELG1 repair inh,MLL CXXC-DNA inh,TRPV1 ag,TCR act,BRCA1 expr up,AT treatment,B2AR arrestin,p53 reactivator,Integrin act MD
O=C(c1cc(COc2c(F)cccc2F)on1)N1C[C@H]2CC[C@H]1C2,-5%,?,21%,?,-3%,?,4%,-0.5%,?,10%
O=C(NCc1ccc(Cl)cc1)Nc1ccc(F)cc1,0%,27%,2%,?,1%,86%,5%,-0.3%,13%,-13%
O=C(NCc1nnc(SCC(=O)N2CCN(c3ccccc3)CC2)o1)c1ccc(F)cc1,.,?,8%,-4,3%,-25%,-2%,6.8%,6%,21%
CC1(C)Cc2cccc(OCC(=O)N3CCN(c4cccc(Cl)c4)CC3)c2O1,-2%,-21%,.,19,6%,-42%,5%,-0.2%,-6%,-2%
Cc1ccc(C(=O)Nc2ccccc2-c2ccccc2)cc1S(=O)(=O)Nc1cccc(C)c1C,-5%,?,23%,0,-1%,-47%,-7%,-0.6%,-1%,-44%
CO/N=C/C(=N\Nc1ccc(OC)cc1)C(=O)c1ccc(F)cc1,-2%,?,-2%,1,-7%,-13%,-9%,0.0%,2%,20%
COc1ccc(C(=O)NCCCOc2cccnc2)cc1OC1CCN(C(C)=O)CC1,-8%,7%,-4%,-3,-2%,12%,-8%,-0.5%,23%,7%
COc1ccc(CCNC(=O)COC(=O)Cn2cnc3ccccc3c2=O)cc1,1%,8%,1%,9,6%,-10%,-5%,-0.1%,4%,11%
CN(C(=O)CSc1nc2scc(-c3ccccc3)c2c(=O)[nH]1)c1ccccc1,-3%,?,.,.,1%,-35%,17%,-0.3%,0%,?
COc1ccc(C(=O)Nc2cccc(N(C)S(C)(=O)=O)c2)cc1OC,-4%,?,3%,0,.,64%,5%,-0.4%,13%,-7%
CNc1c(NS(=O)(=O)c2ccc(C(C)(C)C)cc2)c(=O)oc2ccccc12,-2%,3%,0%,-2,-23%,15%,1%,-0.4%,2%,0%
CCOC(CCn1c(SCC(=O)Nc2cc(C)on2)nc2ccccc2c1=O)OCC,-2%,21µM*,7%,5,-1%,-22%,1%,-0.2%,0%,3%
O=C(CS(=O)(=O)c1ccccc1)Nc1nccs1,-9%,20%,0%,0,-2%,0%,-1%,0.1%,-3%,-7%
O=C(NCc1ccncc1)Nc1ccccc1F,-7%,?,-1%,3,1%,22%,1%,-0.1%,3%,1%
COCCN1C=C(C(=O)OC)C(c2ccc3c(c2)OCO3)C(C(=O)OC)=C1,-6%,6%,0%,-1,4%,6%,16%,0.2%,7%,18%
CC1(C)CC(=O)C/C(=N/NC(=O)COc2ccc(Cl)cc2Cl)C1,0%,1%,2%,-5,-6%,-28%,-1%,-0.9%,-6%,0%
O=c1c(-c2nnc(SCc3ccc(Cl)c(Cl)c3)o2)cccn1Cc1ccccc1,-1%,-20%,6%,2,2%,-86%,15%,-0.1%,0%,-6%
Cn1c(=O)c2[nH]c(-c3ccccc3O)nc2n(C)c1=O,.,0%,3%,-5,.,.,2%,-0.2%,3%,.
CCOC(=O)C1CCCN(CC(=O)Nc2cccc(C(C)=O)c2)C1 (stereo not given),-3%,-15%,-3%,3,0%,-1%,1%,-0.1%,-1%,-15%
COc1ccc(/C=C(/C#N)C(=O)Nc2cccnc2)cc1OC,-1%,1%,3%,8,7%[46.1 µM],0%,-6%,-0.5%,-1%,-13%
Cc1cc(C)cc(OCc2nnc(SCC(=O)c3ccc(Br)cc3)o2)c1,-4%,?,3%,1,3%,3%,9%,-0.5%,-5%,4%
COc1cccc(C2/C(=C(/O)c3ccc(F)cc3)C(=O)C(=O)N2CCN(C)C)c1 (stereo not given),-5%,2%,4%,1,2%,7%,-4%,0.2%,-1%,12%
O=C(C1CCCCC1)N1CCC(c2nc3ccccc3[nH]2)CC1,-7%,-13%,17%,0,1%,-16%,3%,0.1%,-3%,-11%
COc1ccc(/C=C2\N=C(C(C)(C)C)OC2=O)c(OC)c1,-1%,0%,-10%,8,0%,16%,-24%,-0.7%,0%,-16%
CC(Cl)C(=O)NC(=O)NC12CC3CC(CC(C3)C1)C2 (stereo not given),-1%,?,0%,?,-3%[46.1 µM],-40%,-5%,-0.2%,-1%,-11%
Cc1csc(NC(=O)C2CSC3(C)CCC(=O)N23)n1 (stereo not given),1%,0%,9%,1,-2%,-19%,13%,-0.2%,-6%,-31%
O=C(Cc1ncc(C(F)(F)F)cc1Cl)N1CCN(c2ccccn2)CC1,-8%,2%,0%,.,-13%,-5%,6%,-0.4%,-4%,-20%
O=C(CSC1=NC2(CCCCCC2)N=C1c1ccccc1)Nc1ccc2c(c1)OCCO2,-2%,?,7%,?,17%,-21%,2%,1.0%,11%,12%
COc1ccc(C(=S)N2CCN(c3ccccc3C)CC2)cc1,-4%,?,-3%,9,12%,0%,6%,-1.2%,13%,3%
Cc1cccc(NC(=O)COC(=O)CCc2c[nH]c3ccccc23)c1,-2%,8%,.,19,4%,7%,-3%,-0.2%,-3%,-22%

# In a second layout: entries from further up.
# Fields – TSG101-PTAP inh | ELG1 repair inh | MLL CXXC-DNA inh | TRPV1 ag | TCR act | BRCA1 expr up | AT treatment | B2AR arrestin | p53 reactivator | Integrin act MD
Cc1cc(C)cc(OCc2nnc(SCC(=O)c3ccc(Br)cc3)o2)c1
 : -4% | ? | 3% | 1 | 3% | 3% | 9% | -0.5% | -5% | 4%
O=C(CSC1=NC2(CCCCCC2)N=C1c1ccccc1)Nc1ccc2c(c1)OCCO2
 : -2% | ? | 7% | ? | 17% | -21% | 2% | 1.0% | 11% | 12%

# Single entries from the entries so far.
# COc1ccc(C(=S)N2CCN(c3ccccc3C)CC2)cc1 in TRPV1 ag: 9
# O=C(Cc1ncc(C(F)(F)F)cc1Cl)N1CCN(c2ccccn2)CC1 in TSG101-PTAP inh: -8%
# Cc1cccc(NC(=O)COC(=O)CCc2c[nH]c3ccccc23)c1 in p53 reactivator: -3%
# CC(Cl)C(=O)NC(=O)NC12CC3CC(CC(C3)C1)C2 (stereo not given) in Integrin act MD: -11%
# O=C(C1CCCCC1)N1CCC(c2nc3ccccc3[nH]2)CC1 in p53 reactivator: -3%
# COc1cccc(C2/C(=C(/O)c3ccc(F)cc3)C(=O)C(=O)N2CCN(C)C)c1 (stereo not given) in B2AR arrestin: 0.2%
# Cc1cc(C)cc(OCc2nnc(SCC(=O)c3ccc(Br)cc3)o2)c1 in p53 reactivator: -5%

# (next part)
SMILES,TSG101-PTAP inh,ELG1 repair inh,MLL CXXC-DNA inh,TRPV1 ag,TCR act,BRCA1 expr up,AT treatment,B2AR arrestin,p53 reactivator,Integrin act MD
Oc1ccc(Br)cc1-c1cc(-c2ccco2)[nH]n1,-2%,7%,-12%,1,1%,-81%,-1%,0.4%,6%,1%
COc1ccccc1NC(=O)c1ccc(N)cc1,-7%,?,19%,2,-1%,1%,11%,-0.1%,7%,26%
Cc1ccc(C(=O)NCCSc2c(C)[nH]c3ccccc23)cc1[N+](=O)[O-],0%,?,29%,-2,1%,-28%,1%,-1.1%,-8%,-24%
CCOc1cc(C(=O)N(C)Cc2cc3cc(OC)ccc3[nH]c2=O)cc(OCC)c1OCC,-1%,?,10%,2,0%,-11%,1%,-0.6%,-5%,9%
O=C(CSc1nc2nc(-c3cccs3)cc(C(F)(F)F)c2c(=O)[nH]1)Nc1c(F)c(F)c(F)c(F)c1F,55%[activator],?,-20%,2,2%,0%,6%,0.3%,-1%,0%
CC1(C(=O)N2CCN(Cc3ccccc3Cl)CC2)CC1(Cl)Cl (stereo not given),-3%,?,-3%,7,-28%,84%,28%,0.1%,-12%,5%
COC(CNC(=O)c1ccc(Cn2c(=S)[nH]c3cc4c(cc3c2=O)OCO4)cc1)OC,-2%,4%,10%,2,3%,-13%,16%,0.1%,-13%,-21%
COc1cccc(OCCOCCN(C)CCO)c1,0%,9%,-6%,2,7%,-20%,3%,0.0%,7%,-20%
CC(=O)c1ccc(NC(=O)c2noc3c2CCC3)cc1,-1%,?,4%,?,-4%,?,-2%,0.4%,4%,-9%
COC(=O)c1ccc(CSc2nc3ccccc3c(=O)n2N)cc1,2%,0%,4%,2,-6%,0%,3%,0.1%,-2%,-6%
O=C(c1cn(-c2ccccc2)nc1-c1ccccc1)N1CCOCC1,-7%,13%,12%,26,.,-8%,-6%,0.1%,1%,5%
CC1N(C)c2cccc3cccc(c23)N1C,1%,-11%,10%,1,0%[46.1 µM],4%,.,0.2%,-1%,0%
